# Compound activity as filed in PubChem BioAssay.
# AHR activator – human AHR activation | P35869 | AHR-responsive luciferase reporter cells, luminescence | activation, % at 5 µM | hit rate 2.5% among 320,000 | AID 2796; in the data active = activation above about 47%;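 note: 0% = vehicle wells and 100% = reference agonist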
# proCasp3 act – activators of human procaspase-3. activation, % at 8.5 µM. recombinant procaspase-3 D3A, Ac-DEVD-pNA absorbance 405 nm. P42574. AID 463141. hit rate 0.11% among 330,000;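 active = activation above the mean of all tested compounds plus 3 SD, cut at about 21% in these data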;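 note: 0% = DMSO alone and 100% = DMSO wells spiked with extra 5 µM PC-3 D3A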
# Target sequence (P42574 whole entry D9A/D28A/D175A): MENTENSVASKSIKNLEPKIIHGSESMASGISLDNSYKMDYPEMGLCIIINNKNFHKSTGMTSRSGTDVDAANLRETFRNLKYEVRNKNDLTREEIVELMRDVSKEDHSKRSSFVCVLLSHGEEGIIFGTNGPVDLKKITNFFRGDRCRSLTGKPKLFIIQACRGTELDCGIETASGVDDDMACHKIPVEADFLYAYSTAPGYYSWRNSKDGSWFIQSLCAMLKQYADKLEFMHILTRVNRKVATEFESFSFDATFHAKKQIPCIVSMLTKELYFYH
#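 Test system: Procaspase-3 D3A mutant; medium: Zinc-free HEPES/NaCl buffer with 0.01% Triton X-100 at pH 7.4; reagent: DEVD-pNA substrate; doses: one concentration, 8.5 µM nominal, 0.8% DMSO; times: 1 h preincubation plus 2 h reaction at 25 °C; signal: Epi-absorbance at 405 nm of released p-nitroaniline, 0 and 120 min; replicates: singlicate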
# AGP1-GFP MLPCN – alters AGP1-GFP fluorescence in TOR pathway yeast screen | S. cerevisiae AGP1-GFP multiplex flow cytometry, 3 h; GFP as percent of DMSO wells | hit rate 0.02% among 320,000 | GFP response vs DMSO, % at 10 µM;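 active = GFP response relative to DMSO above a set limit, near screen average plus 3 SD, cut at about 150% in these data; inconclusive = fewer than 70 cells counted for the yeast strain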;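 note: median GFP channel fluorescence of the gated AGP1 strain per well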
# RPL19A TOR yeast – yeast TOR pathway RPL19A-GFP modulation | S. cerevisiae RPL19A-GFP strain, flow cytometry, 3 h; stronger effect = lower value | percent response vs DMSO, % at 10 µM | hit rate 0.3% among 330,000 | AID 2025;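 active = percent response vs DMSO below 50%; inconclusive = fewer than 70 events counted for the yeast strain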;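 note: median channel GFP fluorescence of the barcoded RPL19A-GFP strain; ratio of sample median GFP to plate DMSO average so 100% = DMSO; lower means less RPL19A-GFP as with rapamycin TOR inhibition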
# LAP4 TOR yeast – alters LAP4-GFP fluorescence in TOR pathway yeast screen | S. cerevisiae LAP4-GFP multiplex, flow cytometry GFP, 3 h; median GFP as percent of DMSO wells | GFP response vs DMSO, % at 10 µM | hit rate 0.34% among 320,000 | AID 2023;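 active = GFP response vs DMSO above a set limit, about the screen mean plus 3 SD, cut at about 150% in these data; inconclusive = under 70 cell events counted for the yeast strain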
# MEP2-GFP yeast – yeast TOR pathway MEP2-GFP modulation; S. cerevisiae MEP2-GFP strain, flow cytometry GFP, 3 h; 100% = DMSO control level; GFP response vs DMSO, % at 10 µM; hit rate 0.51% among 330,000;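 active = GFP response versus DMSO above a set limit, roughly screen mean plus 3 SD, cut at about 180% in these data; inconclusive = fewer than 70 cells counted for a yeast strain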;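 note: median GFP fluorescence of the barcode-gated MEP2-GFP cells per well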
# CIT2-GFP yeast – modulators of TOR pathway CIT2-GFP in S. cerevisiae; S. cerevisiae CIT2-GFP strain, flow cytometry, 3 h; 100 means same as DMSO wells; hit rate 0.065% among 320,000; GFP response vs DMSO, % at 10 µM;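 active = GFP response relative to DMSO above a set limit, near the screen mean plus 3 SD, cut at about 150% in these data; inconclusive = Fewer than 70 cells measured for a yeast strain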;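 note: ratio of well median GFP fluorescence to mean of DMSO wells on the plate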
# procasp7 counter – counter-screen for procaspase-3 activators: activators of human procaspase-7 | recombinant procaspase-7, Ac-DEVD-pNA absorbance 405 nm; D23A/D198A/D206A triple mutant, cannot self-cleave; scale: DMSO 0, 5 µM enzyme 100 | hit rate 0.093% among 330,000 | activation, % at 8.5 µM | P55210 | AID 463210;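 active = percent activation above the screen-wide mean plus 3 SD, cut at about 25% in these data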
# Target sequence (P55210 whole entry D23A/D198A/D206A): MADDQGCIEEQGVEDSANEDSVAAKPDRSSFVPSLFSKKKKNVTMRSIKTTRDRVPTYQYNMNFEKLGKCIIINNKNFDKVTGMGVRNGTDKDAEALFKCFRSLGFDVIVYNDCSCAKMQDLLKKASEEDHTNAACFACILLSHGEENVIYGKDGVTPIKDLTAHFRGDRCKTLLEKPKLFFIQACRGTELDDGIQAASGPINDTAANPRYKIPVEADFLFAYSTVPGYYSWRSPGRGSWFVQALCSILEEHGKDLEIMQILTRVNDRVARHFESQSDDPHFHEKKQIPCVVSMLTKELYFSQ
#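 Replicates: singlicate. Assay system: Procaspase-7 triple mutant (PC-7 D3A). Signal: 405 nm absorbance of p-nitroaniline. Times: 1 h preincubation, 2 h reaction. Buffer or medium: Zinc-free HEPES pH 7.4 with 300 mM NaCl, 0.01% Triton X-100. Also added: DEVD-pNA substrate. Benchmarks: DMSO wells as 0%, DMSO with 5 µM added PC-7 as 100%.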
# * marks the source's active call; other numbers are inactive results; ? = inconclusive; nt = no result given; & = joins results of further samples.
SMILES,AHR activator,proCasp3 act,AGP1-GFP MLPCN,RPL19A TOR yeast,LAP4 TOR yeast,MEP2-GFP yeast,CIT2-GFP yeast,procasp7 counter
O=C(OCC(=O)N1CCCC1=O)c1cccc([N+](=O)[O-])c1,0,6,97,98,100,104,111,8
COc1ccc(C(=O)Nc2cc(-c3nn4c(C)nnc4s3)ccc2C)cc1,29,-6,99,100,108,113,99,-7
CCC1(C)Cc2nc(Cl)c(C#N)cc2CO1 (stereo not drawn),3,1,99,95,102,96,102,0
CCN(CC)S(=O)(=O)c1ccc(C(=O)OCCNC(=O)c2cccnc2)cc1,-5,-6,90,91,93,95,92,-5
CCCc1cc(=O)[nH]c2nnc(SCC(=O)NCc3ccc4c(c3)OCO4)n12,-1,6,110,102,104,106,109,14
Cc1cccc(OCC(O)Cn2c(N3CCCCC3)nc3c2c(=O)[nH]c(=O)n3C)c1 (stereo not drawn),nt,nt,99,103,93,103,96,nt
Cc1ccsc1/C=N/NC(=O)c1nnn(-c2nonc2N)c1CSc1ccccc1,0,5,91,95,86,101,97,10
CCc1ccc(C(=O)CN2CCSC2=N)cc1,7,-7,97,106,95,99,101,-1
CCOC(=O)N1CCN(C(=O)NC23CC4CC(CC(C4)C2)C3)CC1,0,5,93,92,93,97,98,8
CCCNC(=O)C1(CC2CC(c3ccccc3)=NO2)CCNCC1 (stereo not drawn),-1,-8,87,99,135,94,109,-2
COc1ccc2nc(SCC(=O)Nc3ccc4c(c3)CCC4)[nH]c2c1,31,-2,96,99,90,104,99,-3
Cc1cc(NC(=O)c2cccs2)ccc1NC(=O)Cc1ccccc1,8,3,96,106,99,104,107,5
O=C(N/N=C/c1ccco1)C(O)c1ccccc1 (stereo not drawn),1,9,110,102,111,101,100,-6
COc1ccccc1-c1nnc(SC(C)C(=O)O)n1-c1ccccc1 (stereo not drawn),4,3,123,114,111,114,115,7
CCc1nnc(NC(=O)c2cccc(S(=O)(=O)N3CCCC3)c2)s1,6,-8,?,?,?,?,?,6
CC1(C)CC(=O)C=C(N=CC2=C(O)CC(C)(C)CC2=O)C1,11,-6,106,105,97,105,97,-1
COc1nnc(-c2ccc(C)c(S(=O)(=O)NC(C)C)c2)c2ccccc12,17,12,106,99,107,98,97,5
COc1ccccc1NC(=O)C1C2C=CC(C2)C1C(=O)NCc1cccnc1 (stereo not drawn),-1,10,95,97,92,90,97,11
O=C(CSc1nnc(-c2ccc(Cl)s2)o1)N1CCc2ccccc21,2,-4,102,112,108,112,102,-1
COC(=O)[C@H](Cc1ccccc1)NC(=O)C1(OC(C)=O)CC(OC(C)=O)C(OC(C)=O)C(OC(C)=O)C1 (stereo partly drawn),1,-3,103,101,98,93,95,6
O=C(CSc1nc(O)cc(=O)[nH]1)N1c2ccccc2Sc2ccccc21,2,-2,111,102,109,112,103,-15
CCOC(=O)c1cnn(Cc2ccccc2)c1N,4,2,98,101,107,101,95,0
COc1cc(-c2nnc(NC(=O)c3ccco3)o2)cc(OC)c1OC,-1,9,111,98,106,99,85,6
Cc1cc(Cl)cc(Cl)c1OCCOc1cccc2cccnc12,11,-1,98,95,126,105,91,11
CCOC(=O)c1ccc(N=c2sc(C(=O)OC)cc(=O)n2CCCN2CCOCC2)cc1,-1&-1,4&-13,97&97,95&98,96&97,97&95,100&104,4&9
O=C(Nc1cccnc1)c1ccc2c(c1)C(=O)N(Cc1cccnc1)C2=O,8,2,93,93,91,97,94,7
COC(=O)C1=C(C)N(Cc2ccccc2)C(=NCC2CC2)N[C@H]1c1ccccc1,1,4,92,110,93,98,87,0
COC(=O)c1ccc(NC(=O)CCN2CCOCC2)cc1,0,-3,102,98,104,123,104,-5
COc1cc(/C=C/c2ccc3cccc(OC)c3n2)c(OC(C)=O)c([N+](=O)[O-])c1,25,11,100,99,92,94,99,0
CCOC(=O)/C(C#N)=C/c1cc(C)n(-c2ccccc2)c1C,3,-1,97,102,103,109,103,2
Cn1cc(CN2CCC(n3nccc3NC(=O)Cc3ccccc3)CC2)cn1,1,10,95,106,84,112,nt,-4
CCOC(=O)N1CCC(Nc2c(NCCCN(CC)c3cccc(C)c3)c(=O)c2=O)CC1,-2,10,105,104,102,106,106,3
CC(C)=CCCC1=CCC(/C(C)=N/NC(N)=O)CC1 (stereo not drawn),2,-7,100,96,109,103,94,1
CN(C)C(CNC(=O)CSc1nc2sc3c(c2c(=O)n1C)CCC3)c1ccccc1 (stereo not drawn),0,3,91,88,112,105,95,-3
O=C(CN1C(=O)NC(CCc2ccccc2)C1=O)NC1CC1 (stereo not drawn),-1,4,98,97,110,91,95,8
CC(C)(C)NC(=O)C(c1cccs1)N(Cc1ccc(F)cc1)C(=O)c1csnn1 (stereo not drawn),2,-7,97,105,96,99,93,0
Cc1ccc2c(c1)c(C1=c3ccccc3=NC1=O)c(O)n2C,66*,-8,92,103,107,105,102,2
Cc1cc(C)c(C)c(OCCCN(C)C)c1,0,4,78,114,73,86,106,3
O=C1CC(N2CCN(c3ccccn3)CC2)C(=O)N1c1ccc(F)cc1 (stereo not drawn),0,-10,102,97,100,98,95,0
COc1cc(/C(C)=C/c2ccccc2)c2c(c1)oc1ccccc12,14,-1,90,104,109,92,98,-6

# Retrieved by compound from the list above (2):
SMILES,AHR activator,proCasp3 act,AGP1-GFP MLPCN,RPL19A TOR yeast,LAP4 TOR yeast,MEP2-GFP yeast,CIT2-GFP yeast,procasp7 counter
CCCc1cc(=O)[nH]c2nnc(SCC(=O)NCc3ccc4c(c3)OCO4)n12,-1,6,110,102,104,106,109,14
CCc1ccc(C(=O)CN2CCSC2=N)cc1,7,-7,97,106,95,99,101,-1

# Additional records
SMILES,AHR activator,proCasp3 act,AGP1-GFP MLPCN,RPL19A TOR yeast,LAP4 TOR yeast,MEP2-GFP yeast,CIT2-GFP yeast,procasp7 counter
Cc1cn(C2OC[C@@H](O)[C@@H]2CO)c(=O)[nH]c1=O (stereo partly drawn),2,17,82,91,85,90,86,0
O=C(COC(=O)/C=C/c1ccccc1Cl)NCc1ccco1,2,-5,101,101,97,102,106,9
CCOc1cc(C2C(C#N)=C(N)OC3=C2C(=O)CC(C)(C)C3)cc([N+](=O)[O-])c1O (stereo not drawn),11,-7,102,102,88,96,nt,-12
O=c1cc(CN2CCN(S(=O)(=O)c3ccccc3[N+](=O)[O-])CC2)nc2sccn12,-1,5,103,97,111,95,96,8
N#Cc1ccc(S(=O)(=O)N2CCc3[nH]c4ccc(F)cc4c3C2)cc1,-3,1,105,94,106,100,97,9
Cc1cccc(C)c1NC(=O)CN(C)CC(=O)Nc1ccccc1Br,13,3,87,97,92,86,82,8
Cc1cc(C)c2nc(-c3ccccn3)cc(C(=O)Nc3ccc(S(=O)(=O)Nc4cc(C)on4)cc3)c2c1,11,5,103,98,92,98,101,4
CC(Sc1nnc(-c2ccccc2F)n1N)C(=O)NCC1CCCO1 (stereo not drawn),-3,-12,103,102,114,97,97,-2
COc1ccc(C(CNC(=O)CNC(=O)c2ccccc2)N2CCCC2)cc1 (stereo not drawn),1,-3,111,111,116,104,109,9
O=S(=O)(c1ccc(Cl)cc1)c1nc(-c2ccccc2F)oc1NCCN1CCOCC1,-6,5,98,95,103,106,96,4
O=S(=O)(c1cccc(Br)c1)N1CCN(C(=S)NCC2CCCO2)CC1 (stereo not drawn),3,5,101,93,103,95,88,8
Cc1cc(C)c(C#N)c(N2CCN(Cc3ccccc3)CC2)n1,-3,1,nt,97,95,96,90,-14
COc1ccccc1Nc1nc(-c2ccc3c(c2)NC(=O)CO3)cs1,-11,-3,100,104,96,101,97,0
O=S(=O)(c1ccc(F)cc1)N1CCC2(CC1)OCCN2S(=O)(=O)c1cccs1,-2,-3,109,102,104,100,99,4
Oc1ccc(/C=N/Nc2cc(N3CCOCC3)nc(N3CCOCC3)n2)cc1,-7,-10,98,96,95,101,91,-12
O=C1CN(CC(=O)Nc2cccc(Cl)c2Cl)c2ccccc2N1,44,-9,100,101,95,99,86,4
CCN(CC(=O)Nc1ccc2c(c1)OCCO2)S(=O)(=O)c1cccs1,2,-3,107,96,103,102,95,-3
CCCCOc1ncnc2c1[nH]c1ccccc12,50*,-5,88,94,98,99,92,-2
C/C(=N\NC(=O)Cc1ccccc1Cl)c1cccnc1,46,-5,96,98,94,100,108,0
COc1ccc(/C(C)=N/NC(=O)Cc2c(C)nc(C)[nH]c2=O)cc1,2,7,99,104,105,100,94,1

# 3 entries from above, sorted by the value under AGP1-GFP MLPCN, smallest number first.
SMILES,AGP1-GFP MLPCN
Cc1ccc2c(c1)c(C1=c3ccccc3=NC1=O)c(O)n2C,92
CC(C)=CCCC1=CCC(/C(C)=N/NC(N)=O)CC1 (stereo not drawn),100
COC(=O)c1ccc(NC(=O)CCN2CCOCC2)cc1,102

# (further entries)
SMILES,AHR activator,proCasp3 act,AGP1-GFP MLPCN,RPL19A TOR yeast,LAP4 TOR yeast,MEP2-GFP yeast,CIT2-GFP yeast,procasp7 counter
COc1cc2ccc(=O)oc2cc1O,0,10,95,96,101,100,92,6
Cc1cc(=O)oc2cc(NC(=S)NCc3ccccn3)ccc12,21,8,105,103,105,103,103,1
COc1ccc(-c2nnc(NC(=O)c3cc(C)on3)s2)cc1,3,0,101,104,97,103,106,-4
CCOc1ccc(N(C)S(=O)(=O)c2ccc3[nH]cc(C(=O)NCC(OC)OC)c(=O)c3c2)cc1,14,-7,99,105,93,98,102,10
CCOc1cc(C(=O)NCCN2C(=O)S/C(=C\c3cccnc3)C2=O)cc(OCC)c1OCC,8,3,95,107,108,108,95,-3
CC(C)Cn1c(C(C)NC(=O)Cc2ccccc2)nc2ccccc21 (stereo not drawn),7,5,97,94,94,98,98,-11
Cc1oc(-c2nc3ccccc3n2C)cc1C(=O)c1ccccc1,35,-1,99,90,140,96,87,-5
O=C(Nc1ccc(N2CCN(c3ccccc3)CC2)c(F)c1)C1CC1,2,-3,92,96,93,105,95,2
COc1ccc(C2C(C#N)=C(/N=C/N3CCN(C)CC3)OC3=C2C(=O)CC(C)(C)C3)cc1 (stereo not drawn),0,4,97,94,94,95,97,3
CC1=C(/C=C/C(C)=C/C=C/C(C)=C/C=C/C=C(C)/C=C/C=C(C)/C=C/C2=C(C)CCCC2(C)C)C(C)(C)CCC1,0,7,107,102,105,105,99,-11
CCOC(=O)c1cc2occc2n1CC(=O)N1CCOCC1,3,3,96,99,96,102,97,-4
CN(CC(=O)O/N=C(\N)c1cccc([N+](=O)[O-])c1)S(=O)(=O)c1ccccc1,-2,-1,102,102,113,112,97,2
CC(=O)c1ccc(N2CCN(C(=O)/C=C/c3ccc(S(=O)(=O)NCc4ccco4)cc3)CC2)cc1,9,5,101,100,107,101,108,-6
CC(C)N(C(=O)COC(=O)c1ccc(Cl)nc1)C(C)C,1,5,91,93,85,85,94,8
CCN(CC)c1ccc(C=Nc2cccnc2Cl)c(O)c1,2,4,103,103,105,106,102,-8
Nc1ccc(S(=O)(=O)Nc2nccc(/C=C/c3ccc([N+](=O)[O-])cc3)n2)cc1,-1,0,96,98,97,95,103,4
